Screens as filed in PubChem BioAssay.
APJ ag – APJ receptor agonism; P35414; activation, % at 20 µM; 330,000 compounds, 0.11% hits; CHO-K1 APJ PathHunter beta-arrestin, luminescence; 0% DMSO wells, 100% apelin; AID 2520;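 active means activation more than six SD over the plate average, tested at 20 µM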;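 further: 0% = DMSO alone and 100% = apelin-13 at 10 nM; some results filed as inactive read as strong as hits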
Target sequence (P35414 whole entry, looked up): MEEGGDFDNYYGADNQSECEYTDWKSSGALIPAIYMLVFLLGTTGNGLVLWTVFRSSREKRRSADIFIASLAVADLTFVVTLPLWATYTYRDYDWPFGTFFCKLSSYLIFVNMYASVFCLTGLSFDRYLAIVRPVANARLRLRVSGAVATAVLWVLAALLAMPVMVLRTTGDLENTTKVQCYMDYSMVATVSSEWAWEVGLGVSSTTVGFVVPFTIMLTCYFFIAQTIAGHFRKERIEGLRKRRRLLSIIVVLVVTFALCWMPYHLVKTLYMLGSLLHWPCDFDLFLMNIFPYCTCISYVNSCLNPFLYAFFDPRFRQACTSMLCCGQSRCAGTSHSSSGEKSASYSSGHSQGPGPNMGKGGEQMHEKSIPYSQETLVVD
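Assay system – PathHunter CHO-K1 APJ (AGTRL-1) beta-arrestin reporter cells · Compound – one dose, 20 µM compound, 1% DMSO · Timing – compound 90 min 25 °C, reagent 1 h · Measured by – luminescence from split beta-galactosidase complementation, Galacton Star/Emerald II substrate · Measure – beta-arrestin recruitment to APJ as agonist activity, luminescent signal · Benchmarks – DMSO vs Apelin-13 10 nM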
Gli-Sufu antag – Gli-Sufu pathway antagonism; AID 588413; inhibition, % at 5 µM; Sufu-KO-LIGHT fibroblasts, Gli luciferase reporter luminescence; 340,000 compounds, 0.74% hits;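 active means inhibition above about 55%, limit read from the data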;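 further: 0% = DMSO-treated cells and 100% = wells with medium but no cells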
CCR6 antagonist – CCR6 (human) receptor antagonism; CHO-K1 CCR6 PathHunter beta-arrestin, luminescence, CCL20-stimulated; inhibition, % at 20 µM; 340,000 compounds, 0.49% hits;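 active means compounds whose inhibition of the agonist-driven luminescence signal at 20 µM reaches about 50%, limit read from the data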;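 further: cells stimulated with CCL20 at 14 nM final; plate controls were DMSO with CCL20 for no effect and DMSO without agonist for full effect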
EBI2 block – antagonists of human EBI2 receptor | P32249 | EBI2 beta-arrestin recruitment, luminescence, 7a,25-OHC stimulated | inhibition, % at 5 µM | 360,000 compounds, 0.81% hits | AID 651636; in the data active means inhibition above about 38%;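 further: enzyme fragment complementation signal reports receptor beta-arrestin coupling in cells; 0% = agonist plus DMSO wells and 100% = wells without agonist; some results beyond the cut were filed as inactive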
Target sequence (P32249 whole entry, looked up, the tested form may be a part): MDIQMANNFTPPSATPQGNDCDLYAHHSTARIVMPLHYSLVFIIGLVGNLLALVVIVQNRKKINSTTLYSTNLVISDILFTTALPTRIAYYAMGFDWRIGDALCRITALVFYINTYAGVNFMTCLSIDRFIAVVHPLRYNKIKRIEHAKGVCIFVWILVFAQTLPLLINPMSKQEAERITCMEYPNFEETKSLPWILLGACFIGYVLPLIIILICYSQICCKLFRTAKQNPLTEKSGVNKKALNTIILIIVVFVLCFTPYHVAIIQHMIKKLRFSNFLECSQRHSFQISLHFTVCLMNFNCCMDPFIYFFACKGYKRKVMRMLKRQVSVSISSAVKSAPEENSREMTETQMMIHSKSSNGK
ATG4B inhibitor – inhibitors of human ATG4B cysteine protease. Q9Y4P1. ATG4B cleavage of LC3-PLA2, NBD-HPC fluorescence, 1 h. inhibition, % at 8.33 µM. 340,000 compounds, 0.51% hits. AID 504462; in the data active means inhibition above about 40%
APJ antagonist – APJ receptor antagonism. P35414. 330,000 compounds, 0.32% hits. inhibition, % at 20 µM. CHO-K1 APJ beta-arrestin complementation, luminescence;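 active means inhibition above about 40% at 20 µM, limit read from the data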;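 further: cells challenged with 10 nM apelin-13 agonist together with compound; plate controls were apelin-13 plus DMSO wells for no effect and DMSO wells lacking apelin-13 for full effect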
UBC13 inh – inhibitors of human UBC13 polyubiquitin chain formation | P61088 | TR-FRET | inhibition, % at 20 µM | 330,000 compounds, 0.47% hits | AID 485273; in the data active means inhibition above about 45%, passing the limit was not always enough
CXCR6 block – CXCR6 (human) receptor inhibition; 360,000 compounds, 0.36% hits; inhibition, % at 20 µM; CHO-K1 PathHunter CXCR6 beta-arrestin, luminescence; O00574; in the data active means inhibition above about 34%, passing the limit was not always enough;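 further: antagonist mode with CXCL16 agonist at 10 nM final; 0% = 10 nM CXCL16 with DMSO and 100% = unstimulated wells without agonist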
Target sequence (O00574 whole entry, looked up): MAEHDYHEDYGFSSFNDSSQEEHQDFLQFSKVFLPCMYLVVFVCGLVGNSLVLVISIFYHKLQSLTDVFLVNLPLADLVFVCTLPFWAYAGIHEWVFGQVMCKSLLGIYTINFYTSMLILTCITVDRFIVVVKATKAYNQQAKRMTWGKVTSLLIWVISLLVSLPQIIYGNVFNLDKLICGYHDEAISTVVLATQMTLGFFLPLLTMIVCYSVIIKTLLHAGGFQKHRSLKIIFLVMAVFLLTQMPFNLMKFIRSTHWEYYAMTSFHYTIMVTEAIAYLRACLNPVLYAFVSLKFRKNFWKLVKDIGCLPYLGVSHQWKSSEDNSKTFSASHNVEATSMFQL
An asterisk follows results filed as active; x = no result given. Rows are unselected; about 3% have a hit in one of these screens.

SMILES	APJ ag	Gli-Sufu antag	CCR6 antagonist	EBI2 block	ATG4B inhibitor	APJ antagonist	UBC13 inh	CXCR6 block
N#Cc1ccccc1NC(=O)COC(=O)c1c[nH]c2ccccc12	-6	-9	6	-12	6	-5	5	-9
NS(=O)(=O)c1ccc(CCNC/C=C/c2ccccc2)cc1	1	4	6	-3	3	2	0	-9
CC(=O)c1c(C)[nH]c(C(=O)OCC(=O)c2c(N)n(CC(C)C)c(=O)n(C)c2=O)c1C	1	11	6	-6	-9	-3	-7	-6
Cc1cc(C)c(S(=O)(=O)N2CCN(C(=O)C3CC3)CC2)c(C)c1	0	2	3	0	-7	9	-1	-13
O=C(NCCC(c1ccccc1)c1ccccc1)c1cnccn1	2	0	25	11	0	3	10	0
COc1ccc(S(=O)(=O)N2CCc3ccccc32)cc1NC(C)=O	1	0	0	-11	-6	2	3	11
CCn1c(=O)c2cc(S(=O)(=O)NCc3ccccc3)ccc2n(CC)c1=O	-2	-5	12	1	-5	4	5	3
NS(=O)(=O)c1ccc(NC(=O)CSc2nnc(NC3CC3)s2)cc1	-5	-6	-3	-5	-1	4	-5	6
CCOC(=O)C1CCCN(C(=O)c2cc(S(=O)(=O)Nc3ccccc3OC)ccc2C)C1 (configuration not stated)	-2	-6	-1	-3	5	13	7	-6
COc1ccc(CNC(=O)C(=O)NCC2OCCN2S(=O)(=O)c2ccccc2)cc1 (configuration not stated)	1	1	16	-10	0	8	-6	-2
C=CCNC(=S)NNC(=O)c1cc(-c2cccnc2)nc2ccccc12	-1	-3	21	2	-7	-2	-6	21
CCOc1ccc(Cc2noc3c2C(=O)CCC3)cc1OCC	0	3	0	1	-1	-2	1	1
CCCc1cc(=O)oc2cc(C)cc(OCc3nn[nH]n3)c12	-3	-7	10	5	-10	11	11	-1
O=C(NNC(=O)C1CCCN(c2ncccn2)C1)c1ccc(F)cc1 (configuration not stated)	-2	3	-5	-8	2	4	5	0
O=C(NCc1n[nH]c(=S)n1-c1ccc(Cl)c(Cl)c1)c1cccs1	1	2	-1	-14	5	-6	-4	2
COc1ccc(C(=O)NNC(=O)CSc2nc(C(C)C)nc3ccccc23)cc1	2	-21	-3	31	-7	19	-1	9
COc1cccc(NC(=S)N/N=C2/CCCCc3ccccc32)c1	x	-23	28	22	9	x	x	8
CCCC(=O)N(c1ccc(OC)cc1)C1C=CS(=O)(=O)C1 (configuration not stated)	-3	-9	0	3	-10	13	1	1
COCCNC(=O)CSc1nc2ccccc2c(=O)n1CCC(=O)NCCc1ccc(OC)c(OC)c1	0	0	0	-7	-5	-6	-8	-1
O=C(Nc1ccc(NC(=O)C2CC2)nc1)c1cccnc1	-3	-5	2	-8	-3	4	4	5
O=C(COC(=O)c1cccs1)Nc1cccc(S(=O)(=O)N2CCOCC2)c1	-1	0	16	-8	7	14	0	2
COc1ccc(-n2nnnc2-c2cnc(N3CCCC3)nc2C(F)(F)F)cc1	1	39	9	8	-6	-19	7	-9
O=C(NCCC(=O)N1CCN(c2cccc(Cl)c2)CC1)c1ccc(Br)cc1	-1	10	12	12	-14	-3	27	0
CCCCC(CC)C(=O)Nc1cc(C(=O)NCCC)ccc1N1CCC2(CC1)CC(c1cccc(Br)c1)=NO2 (configuration not stated)	-3	15	14	21	9	14	-18	1
CN(C)S(=O)(=O)c1ccc(C(=O)NNC(=O)C2COc3ccccc3O2)cc1 (configuration not stated)	1	-19	19	-2	-4	7	0	-3
COCCn1c(SCC(=O)N2CCCCC2)nc2cccnc21	-5	6	7	7	-9	-3	0	3
CC(C)(CNc1ccc([N+](=O)[O-])cc1C#N)N1CCOCC1	-2	0	-5	-16	-11	-4	5	-2
Cc1ccc(NC(=O)c2[nH]cnc2C(=O)NN)cc1	3	-8	-3	-32	-10	5	-7	-8
O=C(Nc1ccc(N2CCN(C(=O)c3cccs3)CC2)c(Cl)c1)c1ccco1	5	3	9	0	-7	-14	-9	-11
CCN1CCN(c2ccc(NC(=O)c3ccc(F)cc3)cc2Cl)CC1	-1	7	2	-12	-10	7	1	-1
CCCNC(=S)N1CCC(C(=O)c2ccc(Cl)cc2)CC1	3	4	5	6	-4	5	-12	-1
CCCCCCSc1nsc(NC(=O)CCC)n1	-2	-23	4	-4	-7	-5	12	-5
CC(C)(O)C#Cc1ccc(C(=O)Nc2ccc3c(c2)OCO3)s1	3	-30	20	-18	13	-42	-15	7
COc1ccc(-c2nnc(Nc3ccc(OC)c(C(=O)N4CCCCC4)c3)c3ccccc23)cc1	0	14	14	-2	9	8	-1	1
O=C(Cc1cccc(C(F)(F)F)c1)NCc1ccc(Cl)cc1	-1	-1	13	6	2	8	-4	-5
C[C@]12c3[nH]c4cc(-c5ccco5)ccc4c3CCN1C(=O)[C@@H](CC(=O)NCCc1ccccn1)C[C@@H]2C(=O)N1CCCCC1	x	-1	13	-3	x	x	x	-2
CCCCOc1ccc(CN(C)c2ncnc(N)n2)cc1	-5	-9	-5	5	4	-8	2	-2
CC(NC(=O)Cc1ccc(S(=O)(=O)N2CCOCC2)s1)c1ccc(Br)cc1 (configuration not stated)	x	4	13	8	-9	x	x	7
CC1CCC(NC(=O)C2CCC(CNc3c(N4CCCCC4)c(=O)c3=O)CC2)CC1 (configuration not stated)	-2	-4	7	1	9	10	5	0
CN(/N=C/c1ccc(O)cc1O)c1ncc(C(F)(F)F)cc1Cl	-5	0	25	7	-5	11	-7	14
O=C(Cn1c(=O)cnc2ccccc21)NCC(=O)Nc1ccc(F)c(F)c1	-3	-2	-5	-7	0	-4	-3	-1
O=C(Nc1ccccc1C(=O)N1CCN(Cc2ccccc2)CC1)c1ccccn1	-2	-1	3	5	-4	21	1	-5
O=C(COc1ccccc1)N1CCN(S(=O)(=O)c2cccs2)CC1	-2	1	12	30	-4	-5	8	-3
CCOc1ccc(NC(=O)C2CCN(C(=O)C3CC(=O)N(c4ccc(C)cc4)C3)CC2)cc1 (configuration not stated)	2	17	4	1	-2	-15	2	-2
COc1ccc(OC)c(NS(=O)(=O)c2ccc3c(c2)CCC(=O)N3)c1	3	-6	1	-7	0	-9	-9	-6
CCCCN(C(=O)C(C)(C)Oc1ccc(Cl)cc1)c1c(N)n(CCC)c(=O)[nH]c1=O	-4	0	7	-1	-5	-10	4	7
O=C(C(c1ccccc1)c1ccccc1)N1CCN(CCN2C(=O)c3cccc4cccc(c34)C2=O)CC1	-2	-1	5	5	0	-6	-3	4
Cc1ccc(C(=O)c2ccccc2C(=O)Nc2ccccc2)cc1	-6	-7	17	3	-8	13	2	-12
CCN(CC)C(c1ccc(F)cc1)c1nnnn1C1CCCCC1 (configuration not stated)	-4	12	-3	-11	-3	-1	-9	-3
Cc1cc(C)c(-n2c(SCC(=O)N3CCOCC3)n[nH]c2=O)c(C)c1	-2	3	13	-9	-1	4	-1	4
CCC(=O)Nc1cccc(-n2nnnc2SCC(=O)NCc2ccco2)c1	-2	6	23	3	-6	9	0	-8
Cc1ccc2c(CC(=O)N(CC3CCCO3)c3c(N)n(Cc4ccccc4)c(=O)[nH]c3=O)coc2c1 (configuration not stated)	-8	2	7	-3	1	-2	-8	0
Cc1cc(SCc2ccc(Cl)c(Cl)c2)nc(=O)[nH]1	-1	-15	-7	-4	-8	2	4	-2
COc1ccc(-c2cc(C(=O)NCC3CCCO3)on2)cc1OC (configuration not stated)	2	2	6	3	-7	-6	-5	7
COc1cc(C(=O)Nc2cccc(-c3nc4cc(C)ccc4o3)c2)cc(OC)c1OC	3	22	8	14	8	-3	21	5
Cc1nnsc1C(=O)N/N=C/c1c(F)cccc1Cl	-1	6	4	9	-5	3	3	2
O=C1C(Cl)=C(NS(=O)(=O)c2ccc([N+](=O)[O-])cc2)C(=O)c2ccccc21	6	19	34	1	-8	-15	-70	13
CCN(CC)CCOC(=O)c1ccc(NC(=O)COc2cc(=O)n(CC)c3ccccc23)cc1	-1	7	4	-7	-2	14	12	-6
O=C(c1ccccc1Oc1ccc(C(F)(F)F)cc1[N+](=O)[O-])N1CCOCC1	-2	2	7	0	-8	11	-5	1
CC(=O)c1ccc(NC(=O)CCCN2C(=O)/C(=C/C(C)=C/c3ccccc3)SC2=S)cc1	-2	0	20	15	-4	-16	-32	4

More entries follow:
SMILES	APJ ag	Gli-Sufu antag	CCR6 antagonist	EBI2 block	ATG4B inhibitor	APJ antagonist	UBC13 inh	CXCR6 block
CC1(C)CC(=O)C/C(=N/NC(=O)COc2ccc(Cl)cc2Cl)C1	-1	-2	7	-4	-5	7	2	6
Cc1ccccc1-n1c(SCC(=O)N2CCCC2)nnc1-c1ccccn1	0	-6	3	-8	0	-1	2	-19
COc1ccc(-c2sc3cc(OC)c(OC)cc3c2C#CC2(O)CCCCC2)cc1	-1	29	-3	20	-28	-10	38	-1
CC1=C(C)CC(C(=O)NNC(=O)c2cccc(Cl)c2)C(C(=O)O)C1 (configuration not stated)	-1	-7	2	-19	-5	-6	-16	8
CCCn1c(SCC(=O)N2CCc3ccccc3C2)nc2c1c(=O)n(C)c(=O)n2C	-2	6	5	0	6	3	0	-2
CC(CC#CCN1CCOCC1)OCCC#N (configuration not stated)	-1	-4	9	9	-3	2	0	6
Cc1cc(SCC(=O)Nc2c(C)n(C)n(-c3ccccc3)c2=O)nc2ccccc12	10	18	4	-8	-6	15	-9	1
O=C(O)CCc1ccc(S(=O)(=O)Nc2ccccc2C(=O)NCCc2ccccc2)cc1	-3	-50	-4	-1	-11	4	4	-10
O=C(COc1ccccc1)Nc1ccc(C(=O)N2CCCC2)cc1	3	-20	-1	-9	4	-8	-1	2
CC12CCC(=O)N1C(C(=O)NNC(=O)COc1ccccc1F)CS2 (configuration not stated)	-1	-8	-1	3	-3	2	0	4
CSc1ccccc1NC(=O)CN1c2ccccc2CC1C (configuration not stated)	-5	-5	15	11	-4	2	-6	14
COc1ccc(Nc2nc(-c3cccs3)nc3ccccc23)c(OC)c1	-5	13	-5	-30	-5	-11	1	2
COc1cc(-c2nc(-c3ccncc3)no2)cc(OC)c1OC	0	5	-3	-7	-11	16	5	1
O=C(Nc1nc(-c2cc3ccccc3o2)cs1)c1ccc(S(=O)(=O)N2CCCC2)cc1	-1	50	12	16	-11	14	-21	-2
COc1cc(C2CC(=O)Oc3cc(C)c(Cl)c(C)c32)cc(OC)c1OC (configuration not stated)	x	2	25	3	0	x	x	-5
CC(NC(=O)c1ccc(N2CCCC2)c([N+](=O)[O-])c1)c1ccc(S(N)(=O)=O)cc1 (configuration not stated)	-4	4	16	5	-9	9	-27	-7
CC1(c2ccc([N+](=O)[O-])cc2)NC(=O)N(CC(=O)Nc2ccc(N3CCCCC3)cc2)C1=O (configuration not stated)	6	-11	-7	-7	-7	8	9	-11
Cc1ccc2c(ccc[n+]2CC(=O)c2ccccc2)c1	-2	-3	8	2	1	-6	5	-2

An excerpt of these results, with values under each structure:
Each structure is followed by: APJ ag, Gli-Sufu antag, CCR6 antagonist, EBI2 block, ATG4B inhibitor, APJ antagonist, UBC13 inh, CXCR6 block
> COc1ccc(Nc2nc(-c3cccs3)nc3ccccc23)c(OC)c1
 : -5, 13, -5, -30, -5, -11, 1, 2
> COc1cc(-c2nc(-c3ccncc3)no2)cc(OC)c1OC
 : 0, 5, -3, -7, -11, 16, 5, 1
> O=C(Nc1nc(-c2cc3ccccc3o2)cs1)c1ccc(S(=O)(=O)N2CCCC2)cc1
 : -1, 50, 12, 16, -11, 14, -21, -2
> COc1cc(C2CC(=O)Oc3cc(C)c(Cl)c(C)c32)cc(OC)c1OC (configuration not stated)
 : x, 2, 25, 3, 0, x, x, -5
> CC(NC(=O)c1ccc(N2CCCC2)c([N+](=O)[O-])c1)c1ccc(S(N)(=O)=O)cc1 (configuration not stated)
 : -4, 4, 16, 5, -9, 9, -27, -7
> CC1(c2ccc([N+](=O)[O-])cc2)NC(=O)N(CC(=O)Nc2ccc(N3CCCCC3)cc2)C1=O (configuration not stated)
 : 6, -11, -7, -7, -7, 8, 9, -11
> Cc1ccc2c(ccc[n+]2CC(=O)c2ccccc2)c1
 : -2, -3, 8, 2, 1, -6, 5, -2
